CaV13 ICDI inh – Disruptors of the CACNA1D IQ motif to Ca2+-dependent inactivation inhibitor domain association, primary screening, Förster resonance energy transfer in intact living …. AID 743397. HEK cells, CFP/YFP FRET ICDI-IQ, plate reader, 10 min; percent FRET-ratio fall versus neutral wells. 340,000 compounds, 0.098% hits. inhibition, % at 12.3 µM;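 active = mean replicate inhibition of at least 30% and at least 1% of replicates passing that level; inconclusive = only one of the two criteria is met; inactive = neither criterion is met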;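 note: 0% = median of the neutral control wells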
Vif imaging – blocks HIV Vif function; HEK293T cells, Vif self-association by quenched fluorescence, imaging, 24 h; inhibition, % at 7.49 µM; 340,000 compounds, 0.35% hits; in the data active = inhibition above about 50%, passing the limit was not always enough; inconclusive = no clear call, values can overlap the other calls; inactive = below about 31%; note: some results filed as inactive read as strong as hits
Granule exo inh – lytic granule exocytosis inhibition. TALL-104 LAMP-1 surface exposure, flow cytometry; cells stimulated with thapsigargin and PMA. inhibition, % at 10 µM. 360,000 compounds, 0.66% hits;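 active = inhibition above about 55%, limit read from the data; inconclusive = no clear call, values can overlap the other calls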
PDI turbidity – PDI (human) enzyme inhibition. P07237. PDI insulin aggregation turbidity, A650, 90 min. inhibition, % at 10 µM. 350,000 compounds, 0.052% hits;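 active = mean inhibition across replicates of 30% or more, whatever share of single replicates reach that level; inconclusive = mean inhibition below 30% while every single replicate reaches 30%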;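 note: absorbance from insulin aggregation driven by PDI reduction with DTT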
Target sequence (P07237 whole entry, looked up): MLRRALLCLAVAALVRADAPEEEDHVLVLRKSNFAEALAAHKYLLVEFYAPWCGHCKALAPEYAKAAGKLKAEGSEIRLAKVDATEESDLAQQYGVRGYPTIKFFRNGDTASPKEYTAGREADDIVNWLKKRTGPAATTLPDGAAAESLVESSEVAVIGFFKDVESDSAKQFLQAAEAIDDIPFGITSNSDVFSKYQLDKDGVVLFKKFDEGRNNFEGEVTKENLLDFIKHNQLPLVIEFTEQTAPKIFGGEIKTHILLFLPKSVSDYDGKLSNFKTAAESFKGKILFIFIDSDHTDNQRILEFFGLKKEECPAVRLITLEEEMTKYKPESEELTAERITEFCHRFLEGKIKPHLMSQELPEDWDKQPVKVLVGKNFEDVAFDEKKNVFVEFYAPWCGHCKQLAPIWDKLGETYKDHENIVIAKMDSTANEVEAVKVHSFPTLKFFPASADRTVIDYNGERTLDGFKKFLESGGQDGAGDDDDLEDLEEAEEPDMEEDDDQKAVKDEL
ABCB6 inh MLPCN – human ABCB6 transporter inhibition. K562-ABCB6 porphyrin accumulation, flow cytometry, 1 h; stronger effect = lower value. 360,000 compounds, 0.19% hits. AID 602162. fluorescence ratio to DMSO, % at 10 µM;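 active = fluorescence ratio to DMSO below 75%, the collection mean minus 3 SD; inconclusive = too few cells collected in the well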;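 note: signal is porphyrin accumulated inside mitochondria; 100% equals median channel fluorescence of DMSO control wells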
aDG glyco act – alpha-DG glycosylation activation | Pro5-aDG cells, alpha-DG glycosylation AlphaScreen (IIH6); 0% Pro5, 100% B10-LARGE cell signal | AID 624168 | activation, % at 10 µM | 360,000 compounds, 0.22% hits;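 active = activation of at least 8% versus controls, or a plate z-score of at least 8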;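 note: Pro5 are CHO cells carrying HIG-tagged alpha-DG that lacks glycosylation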
hiPSC survival – hiPSC single-cell survival enhancement. 360,000 compounds, 0.044% hits. survival enhancement, % at 20 µM. ATPlite luminescence; 100% = ROCK inhibitor wells, 0% = DMSO; in the data active = survival enhancement above about 18%;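 note: cells exposed to compounds for 16 hours before the ATP read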
m5-HT2A agonist – activates the mouse 5-HT2A serotonin receptor | P35363 | CHO-K1 mHTR2A beta-arrestin complementation, luminescence; percent of 30 µM serotonin response | activation, % at 7.6 µM | 360,000 compounds, 0.66% hits | AID 624169;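 active = activation above a run cutoff, the mean activation of all tested compounds plus 3 SD, cut at about 14% in these data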;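 note: 0% = plate median of compound wells and 100% = 30 µM serotonin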
Target sequence (P35363 whole entry, looked up): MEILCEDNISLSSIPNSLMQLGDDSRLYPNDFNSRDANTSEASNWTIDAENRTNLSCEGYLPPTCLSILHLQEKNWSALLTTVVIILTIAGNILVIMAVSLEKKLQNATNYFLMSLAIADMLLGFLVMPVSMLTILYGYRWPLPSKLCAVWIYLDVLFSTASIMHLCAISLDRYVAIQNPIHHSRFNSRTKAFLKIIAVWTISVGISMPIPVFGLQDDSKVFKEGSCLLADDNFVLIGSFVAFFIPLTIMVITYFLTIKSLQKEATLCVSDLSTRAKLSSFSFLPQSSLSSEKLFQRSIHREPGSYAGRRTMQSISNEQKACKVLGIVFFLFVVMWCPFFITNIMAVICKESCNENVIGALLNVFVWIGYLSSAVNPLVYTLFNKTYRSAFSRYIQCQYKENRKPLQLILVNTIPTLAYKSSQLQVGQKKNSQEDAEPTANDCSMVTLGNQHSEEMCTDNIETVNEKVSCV
H9c2 protect – myocardial damage modulation in H9c2 cells | H9c2 cardiomyocytes, H2O2 injury protection, ATPLite, 2 h | protection from H2O2 cell death, % at 20 µM | 360,000 compounds, 0.63% hits | AID 588492;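 active = compounds giving at least 50% protection of heart cells from peroxide-induced death in the single-dose screen, raw or plate-pattern-corrected value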;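 note: 0% = DMSO wells with peroxide and 100% = DMSO wells without peroxide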
N-glyco inh – N-linked glycosylation inhibition | D54 ERlucT glycosylation luciferase reporter, 24 h; percent of 100 nM tunicamycin response | reporter increase, % at 12.5 µM | 360,000 compounds, 0.23% hits | AID 588692;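 active = mean luciferase reporter signal, scaled so untreated is 0 and the glycosylation-blocking control 100, at or above a set limit in every replicate; inconclusive = mean reaches the limit but not every replicate does; inactive = mean below the limit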;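 note: luciferase carries N-glycosylation sites so blocking glycosylation raises the light; 0% = median of neutral control wells and 100% = median of 100 nM tunicamycin wells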
Starred values were filed as active, the others as inactive; ? = inconclusive; / = no result given. No enrichment for hits; about 3.1% have a hit in one of these screens.

SMILES	CaV13 ICDI inh	Vif imaging	Granule exo inh	PDI turbidity	ABCB6 inh MLPCN	aDG glyco act	hiPSC survival	m5-HT2A agonist	H9c2 protect	N-glyco inh
O=C(NC1CCCCCCC1)c1ccc(CNc2c(N3CCOCC3)c(=O)c2=O)cc1	-5.2	8.0	-0.2	2.9	99.0	-0.3	-0.8	4.3	-0.5	1.6
COc1cc(NC(=O)C(F)(F)F)cc(OC)c1	-5.8	?	2.1	7.8	100.0	0.0	7.6	1.1	-4.1	2.8
CCN(CC)CCN(C)C(=O)c1[nH]c(C(F)(F)F)nc1-c1ccccc1	-9.6	-0.5	4.6	/	101.0	0.0	-0.6	5.2	2.2	1.5
Cc1cc(N=Nc2c(O)c3ccccc3[nH]c2=O)ccc1N=Nc1ccc(C(=O)N(C)C)cc1	-20.9	186.8	-8.3	9.7	93.0	0.1	-0.9	-3.1	48.1	2.8
CCc1noc(C)c1C(=O)NC1CC(C)(C)Cc2c1cnn2-c1ccccc1 (centres undefined)	-5.0	-5.0	-0.9	21.9	93.0	0.4	-0.3	-1.4	-2.3	-0.7
COc1cc(C(=O)OCC(=O)NC(=O)c2cccn2C)ccc1OC(F)F	-4.1	1.7	?	-6.2	95.0	-0.2	-0.1	2.9	-0.5	0.7
COc1cc(C(=O)Nc2ncccc2C)ccc1OCC(=O)N1CCOCC1	-5.7	-1.5	5.6	3.2	97.0	0.0	0.0	1.3	16.7	-1.9
CC(C)COc1cccc(C(=O)NNC(=O)C2COc3ccccc3O2)c1 (centres undefined)	-6.2	-0.5	-2.3	-10.2	103.0	6.2*	0.2	-2.2	2.1	0.2
Cc1[nH]c2ccc(C(=O)OC(C)C(=O)NC3CCCCC3C)cc2c1C (centres undefined)	-18.3	1.1	0.9	7.6	96.0	0.2	0.7	-1.5	-7.7	1.6
COc1ccc(C(=O)N2CCSC2=S)cc1OC	/	-24.7	1.7	-7.6	104.0	0.9	-0.1	6.7	10.6	0.6
Cc1cc(C)cc(C(=O)NCC(=O)OCC(=O)NC2CCCc3ccccc32)c1 (centres undefined)	-16.2	10.9	3.4	1.5	98.0	0.3	-0.1	-1.6	-5.3	3.4
CN1CCN(C2=C(Cl)C(=O)N(Cc3ccccc3)C2=O)CC1	-5.6	-4.1	0.1	6.1	96.0	0.2	3.9	-7.6	6.4	-2.5
CCN(CC)c1ccc(NC(=O)CN2C(=O)CC(C)(C)S(=O)(=O)c3ccccc32)c(C)c1	-8.1	-19.5	-3.9	-0.4	100.0	-0.1	-0.3	4.0	-7.1	-2.3
C[N+]1(CCOC(=O)C2(c3ccccc3)CCCC2)CCCCC1	-1.9	-1.6	-0.8	-0.1	91.0	0.0	-0.9	0.9	-0.1	6.3
CC(NC(=O)Nc1ccc([N+](=O)[O-])cc1)C(c1cccs1)N1CCCC1 (centres undefined)	-4.6	-5.4	8.4	0.7	105.0	-0.2	-3.5	-3.1	-4.9	-2.8
COc1cc(NC(=O)COC(=O)CC(NC(C)=O)c2ccccc2)cc(OC)c1 (centres undefined)	-5.7	-4.3	-14.3	-4.4	92.0	0.1	0.2	4.3	11.5	-0.4
Cn1ncc(C(=O)Nc2ccc(OC(F)(F)F)cc2)c1-n1cccc1	-12.6	-4.6	-13.6	-15.4	96.0	-0.1	-0.3	-2.2	-2.3	5.3
CCN1CCN(C(=S)Nc2cc(C(=O)OC)ccc2C(=O)OC)CC1	-4.6	0.7	-2.0	-10.7	98.0	-0.2	1.2	-3.2	2.4	0.9
CC(C)(C)c1ccc(C2=NC(=O)C(CC(=O)O)S2)cc1 (centres undefined)	2.9	16.3	-3.7	-6.8	102.0	-0.2	2.0	1.6	-4.4	-0.6
O=C(c1ccc(CS(=O)c2cccc(Cl)c2)o1)N1CCOCC1 (centres undefined)	-1.9	2.6	-10.4	4.6	105.0	-0.5	-0.3	17.7*	6.0	2.0
Cc1ccc(CNC(=O)Nc2ccccc2)cc1	-4.0	11.6	-3.2	5.9	89.0	0.0	-2.9	2.1	-23.3	-2.1
CCCc1c(C(=O)N/N=C/c2c(OC)ccc3ccccc23)nnn1-c1nonc1N	-1.9	-7.3	-3.2	-16.2	95.0	0.1	-0.5	7.4	6.9	-1.9
CCCCCCCN=C(C)c1ccccc1O	-19.5	13.7	-2.6	3.1	99.0	0.1	-0.1	-3.5	4.3	1.8
O=c1cc(N2CCCCC2)[nH]c(=O)n1C1CCCCC1	-6.1	/	0.3	/	97.0	-0.4	0.5	0.1	7.7	0.7
COc1cccc(N2CN(C3CCCCC3)CNC2=S)c1	-5.4	-0.1	0.7	2.5	96.0	0.0	-0.5	0.3	1.9	0.9
CC(=O)c1cccc(S(=O)(=O)NCCC(=O)Nc2ccc(S(N)(=O)=O)cc2)c1	-2.8	24.1	-1.5	7.4	98.0	-0.1	0.4	-4.2	5.7	0.4
CCOC(=O)C1CCCN(C(=O)c2ccccc2)CC1 (centres undefined)	-6.4	8.0	2.2	7.8	96.0	0.2	-1.3	9.0	0.4	-0.2
CCOc1ccc(-c2cc(CCCC(=O)NCCCOC)no2)cc1	-9.1	3.7	0.4	-2.4	100.0	-0.1	-2.2	-1.2	-6.2	0.0
Cc1ccccc1NC(=O)Cc1nc(COC(=O)CCNS(=O)(=O)c2ccccc2)cs1	-3.9	-6.5	-0.6	-2.8	100.0	0.0	0.0	-2.1	-2.3	-2.6
COc1ccc(NC(=S)N(CCc2c(C)[nH]c3ccc(C)cc23)Cc2cccnc2)cc1	-5.7	-1.3	9.6	-6.6	94.0	0.1	3.7	0.2	-8.8	-1.8
C[C@H](c1ccccc1)N1C[C@@H](COCc2ccccc2)Oc2cc(N3CCC[C@@H]3CO)ccc2S1(=O)=O	-7.8	/	-4.9	/	102.0	-0.4	2.7	7.4	/	/
CCOC(=O)c1c(-c2cccc([N+](=O)[O-])c2)csc1NC(=O)CCCOc1ccccc1OC	/	0.6	-1.7	1.7	76.0	-0.1	0.5	-2.5	13.0	-3.3
COc1ccc(-c2nnc(SCC(=O)c3ccc[nH]3)n2-c2ccccc2)cc1	-5.6	9.2	7.0	2.6	100.0	-0.1	-0.6	2.2	-0.7	-0.6
CC(=O)Nc1cc(-c2cccc(N)c2)cn2c(-c3ccccc3)cnc12	-9.0	-13.7	45.4	0.4	104.0	-0.5	3.0	-1.9	-1.6	0.4
CCN(CCNC(=O)C1CCN(Cc2nc(-c3ccc(Cl)cc3)oc2C)CC1)c1ccccc1	-4.0	-9.1	14.7	2.4	94.0	1.5	-1.3	-3.8	-6.9	0.8
Cc1cccc(NC(=O)COc2cccc3c2CCNC3=O)c1	-6.0	1.9	-2.5	0.4	91.0	0.2	0.3	-3.5	59.4*	0.5
Cc1sc(NC(=O)CN2CCCC2)nc1-c1ccc2c(c1)CCN2C(=O)c1cccc(F)c1	-2.5	-11.4	22.6	3.0	98.0	2.7*	1.4	-6.0	-2.9	-7.0
COc1ccc(CNC(=O)C2C3C=CC4(CN(Cc5cccnc5)C(=O)C24)O3)cc1 (centres undefined)	-4.1	/	-2.0	-6.8	104.0	-0.1	-0.7	-3.1	-4.6	0.3
COc1cc(OC)cc(C(=O)Nc2ccccc2NC(C)=O)c1	-2.0	-2.8	-0.3	0.8	102.0	0.3	6.4	-8.8	13.2	2.6
COc1ccc(-c2csc(C(O)c3cccnc3)n2)cn1 (centres undefined)	-5.0	0.1	-0.2	17.9	86.0	-0.2	3.0	7.2	1.1	2.3

Some of these compounds in order of formula weight, highest first.
SMILES	CaV13 ICDI inh	Vif imaging	Granule exo inh	PDI turbidity	ABCB6 inh MLPCN	aDG glyco act	hiPSC survival	m5-HT2A agonist	H9c2 protect	N-glyco inh
Cc1ccccc1NC(=O)Cc1nc(COC(=O)CCNS(=O)(=O)c2ccccc2)cs1	-3.9	-6.5	-0.6	-2.8	100.0	0.0	0.0	-2.1	-2.3	-2.6
COc1ccc(-c2nnc(SCC(=O)c3ccc[nH]3)n2-c2ccccc2)cc1	-5.6	9.2	7.0	2.6	100.0	-0.1	-0.6	2.2	-0.7	-0.6
CCCCCCCN=C(C)c1ccccc1O	-19.5	13.7	-2.6	3.1	99.0	0.1	-0.1	-3.5	4.3	1.8

(further entries)
SMILES	CaV13 ICDI inh	Vif imaging	Granule exo inh	PDI turbidity	ABCB6 inh MLPCN	aDG glyco act	hiPSC survival	m5-HT2A agonist	H9c2 protect	N-glyco inh
COC(=O)[C@]1(Cc2ccccc2)N[C@H](CN(C)C(=O)Nc2ccc(C(F)(F)F)cc2)[C@@H]2C(=O)N(Cc3ccccc3)C(=O)[C@@H]21	-6.0	-2.1	0.9	1.8	103.0	-0.1	-1.6	3.5	-7.1	-4.9
O=C(Nc1ccc([N+](=O)[O-])cc1Br)c1cc2ccccc2nc1Cl	-4.5	1.5	-1.6	2.0	96.0	0.0	1.1	4.0	-8.6	-8.1
CC(CCCC(C)(C)O)NC(=O)c1cc(COc2ccc3ncccc3c2)on1 (centres undefined)	-18.3	-10.8	-2.4	-0.6	95.0	1.4	1.5	3.7	-17.0	-1.7
O=C(CNC(=O)c1ccc2ccccc2c1)NCc1ccc(F)cc1	-4.1	-2.3	-9.3	-17.8	82.0	0.2	1.0	-8.7	3.4	2.1
COCCNC(=S)NNc1cccc(C(=O)O)c1	-2.0	0.0	0.9	5.7	95.0	0.0	-0.3	5.5	-2.8	0.1
Cc1c[n+]([O-])cc(C)c1[N+](=O)[O-]	-10.2	27.7	-30.7	-4.3	101.0	0.0	-1.7	-1.5	-1.1	0.5
Cc1ccc(NC(=O)CN(CCc2ccccc2)S(C)(=O)=O)cc1	-5.7	0.7	5.3	-0.9	96.0	-0.2	0.0	-4.7	-8.9	0.3
O=C(c1ccco1)N1CCN(C2CC(=O)N(c3ccccc3)C2=O)CC1 (centres undefined)	-6.6	0.6	1.9	1.4	100.0	-0.1	9.1	1.8	10.0	0.5
Cc1cc(C)n(CC(=O)NNC(=O)CCNC(=O)c2ccccc2Cl)n1	-4.3	-2.2	4.8	8.9	96.0	-0.2	-0.1	6.0	-1.4	0.6
COc1ccc(O)c(C(=O)c2cnc3c(c2)c(-c2ccc(F)cc2)c(C#N)c(=O)n3C)c1	-4.7	1.1	0.7	6.3	95.0	-0.6	-0.2	6.3	11.0	2.7
CC(C)CN1CCNC(=O)C1CC(=O)NCCCN1CCCc2ccccc21 (centres undefined)	3.9	-3.6	6.2	0.8	97.0	0.1	0.0	-2.0	-8.1	1.3
O=C(NC(=S)NCc1ccncc1)c1ccccc1	-4.9	5.0	3.4	-5.7	95.0	-0.2	-0.9	7.8	-1.9	1.8
O=C(Nc1ccccc1N1CCCCC1)c1ccc(-c2cc(Cl)ccc2Cl)o1	-1.6	/	-10.0	1.0	97.0	0.0	-0.4	-2.3	-1.4	-5.4
COc1ccc(N2CCN(c3cc(C)c4ccccc4n3)CC2)cc1	-6.4	-4.5	-2.3	14.8	90.0	0.0	0.3	2.5	-10.4	0.1
CCOC(=O)N1CCN(C(=O)c2c[nH]c3ccc(S(=O)(=O)N(C)c4ccc(F)cc4)cc3c2=O)CC1	-5.7	-2.0	-2.8	-1.0	99.0	-0.2	-0.5	8.5	0.1	1.2
Cc1cc(C)cc(NC(=O)CSc2nnc(Cn3c(=O)sc4ccccc43)n2C)c1	-10.3	3.7	-7.0	/	95.0	0.2	9.6	4.5	11.8	-3.3

Bioassay records deposited in PubChem BioAssay by several laboratories.
